Source: PubChem BioAssay (several laboratories)
UHRF1 binding = UHRF1 methylated DNA binding inhibitors, primary screen, counter-screen for MBD2 inhibitor project, biochemical, TR-FRET, human UHRF1, single concentration; E3 ubiquitin-protein ligase UHRF1 (Homo sapiens), Q96T88; UHRF1 binding to methylated oligo; inhibition, % at 4.4 µM; 370,000 tested, 0.75% active; in the data active = inhibition above about 21%;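 also: UHRF1 SRA domain binding a hemimethylated CpG hairpin DNA probe; 0% = median of test compound wells and 100% = reference inhibitor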
ASAP1 GAP inh = inhibitors of human ASAP1 ArfGAP activity, primary screen, biochemical, fluorescence polarization. ASAP1-stimulated ARF1 GTP hydrolysis, GDP FP detection. inhibition, % at 16.5 µM. 360,000 tested, 0.19% active; in the data active = inhibition above about 25%;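 also: 0% = vehicle with enzyme and substrate and 100% = no enzyme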
Target sequence (Q9ULH1 325-724 limits assumed): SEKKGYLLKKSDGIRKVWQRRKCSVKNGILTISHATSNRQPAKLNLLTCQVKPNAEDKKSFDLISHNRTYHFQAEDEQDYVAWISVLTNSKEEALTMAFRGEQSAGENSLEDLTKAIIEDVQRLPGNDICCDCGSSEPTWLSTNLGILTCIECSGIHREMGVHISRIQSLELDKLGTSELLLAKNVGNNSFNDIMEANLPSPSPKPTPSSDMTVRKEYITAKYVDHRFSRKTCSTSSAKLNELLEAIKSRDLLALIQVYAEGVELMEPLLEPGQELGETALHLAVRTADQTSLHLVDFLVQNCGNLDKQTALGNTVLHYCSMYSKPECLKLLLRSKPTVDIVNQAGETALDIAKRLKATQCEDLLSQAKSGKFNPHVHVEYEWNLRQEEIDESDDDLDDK
DDE Tn6 FP inh = inhibitors of Tn6 peptide binding to fibrin DD(E), primary screen, biochemical, fluorescence polarization, human fibrin, Tn6 probe | 370,000 tested, 0.21% active | Fibrinogen beta chain (Homo sapiens), P02675 | inhibition, % at 8.3 µM | Fibrin DD(E) TRITC-Tn6 fluorescence polarization displacement;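 active = inhibition above a per-campaign cutoff: mean of compounds within control limits plus 3 SD, cut at about 15% in these data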;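 also: 0% = median of all compound wells on the plate and 100% = blocking peptide control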
Target sequence (P02675 whole entry, looked up): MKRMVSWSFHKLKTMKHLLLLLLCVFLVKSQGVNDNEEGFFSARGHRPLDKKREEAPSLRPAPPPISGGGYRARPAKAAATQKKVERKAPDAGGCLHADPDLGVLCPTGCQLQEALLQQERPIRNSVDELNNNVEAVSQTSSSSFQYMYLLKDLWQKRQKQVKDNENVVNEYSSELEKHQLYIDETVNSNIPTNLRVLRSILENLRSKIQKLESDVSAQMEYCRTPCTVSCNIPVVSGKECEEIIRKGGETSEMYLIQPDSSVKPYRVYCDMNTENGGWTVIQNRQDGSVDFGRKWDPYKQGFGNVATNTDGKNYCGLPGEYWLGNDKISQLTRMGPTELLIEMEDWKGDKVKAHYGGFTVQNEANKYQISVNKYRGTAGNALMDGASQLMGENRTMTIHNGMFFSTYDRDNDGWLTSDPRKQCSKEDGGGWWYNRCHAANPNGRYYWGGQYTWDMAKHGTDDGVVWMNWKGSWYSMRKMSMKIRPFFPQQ
PLCb3 inh = human PLC-beta3 inhibitors, primary screen, biochemical, fluorescence. inhibition, % at 12.2 µM. 1-phosphatidylinositol 4,5-bisphosphate phosphodiesterase beta-3 (Homo sapiens), Q01970. Purified PLC-beta3, fluorogenic substrate. 370,000 tested, 0.18% active; in the data active = inhibition above about 11%;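 also: 0% = median of compound wells on plate and 100% = full blocker control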
KLK7 zymogen act = proKLK7 zymogen activators, primary screen, biochemical, fluorescence intensity; purified proKLK7, EDANS-DABCYL substrate fluorescence; 100% is mature enzyme control, 0% vehicle; activation, % at 7 µM; 370,000 tested, 0.9% active; AID 652039, 2013;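 active = activation above the mean of all tested compounds plus 3 SD, computed per campaign excluding outliers beyond control limits, cut at about 13% in these data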
DDE Tn7 FP inh = inhibitors of Tn7 peptide binding to fibrin DD(E), primary screen, biochemical, fluorescence polarization, human fibrin, Tn7 probe; FP displacement of FITC-Tn7 peptide from fibrin DD(E); 0% = median of compound wells per plate; inhibition, % at 8.3 µM; 370,000 tested, 0.13% active;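 active = inhibition above the mean of compounds falling within the control limits plus 3 SD of them, cut at about 14% in these data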;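 also: 0% = plate median of compound wells and 100% = 10 µM Aha-Tn7 peptide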
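Assay system: human fibrin DD(E). Input: DD(E) 2 µM final. Medium: Tris buffer with calcium and detergent, pH 7.8. Compound dosing: single point at 8.3 µM. Timing: 10 min plus 3 h, room temperature. Technique: fluorescence polarization of the labelled Tn7 tracer. Read-out: percent inhibition. Replicates: singlicate testing.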
HGIII-sPLA2 inh = human group III sPLA2 inhibitors, primary screen, biochemical, QFRET, BODIPY PC-A2 liposome substrate | Group 3 secretory phospholipase A2 (Homo sapiens), Q9NZ20 | 370,000 tested, 0.56% active | QFRET BODIPY PC-A2 liposome hydrolysis, fluorescence | inhibition, % at 12.2 µM | AID 743126, 2013;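 active = inhibition above mean plus 3 SD of compounds lying within the high and low control bounds, cut at about 19% in these data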;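 also: 0% = median of test compound wells and 100% = no enzyme DMSO wells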
NR1D1 modulator = modulators of Rev-erb alpha DNA binding, primary screen, biochemical, FITC-DNA, fluorescence polarization, uHTS; activity, % at 10 µM; 370,000 tested, 0.79% active; Rev-erbα–FITC-DNA binding, 90 min; AID 1259318, 2017; Nuclear receptor subfamily 1 group D member 1 (Homo sapiens), P20393;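 active = activity above about 14%, limit read from the data; passing the limit was not always enough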;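 also: 0% = DMSO wells with 35 nM protein and 100% = DMSO wells with 750 nM protein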
PLC-gamma1 inh = PLC-gamma1 enzyme inhibitors, primary screen, biochemical, fluorescence, purified enzyme; AID 720700, 2013; fluorogenic substrate; 370,000 tested, 0.84% active; 1-phosphatidylinositol 4,5-bisphosphate phosphodiesterase gamma-1 (Homo sapiens), P19174; inhibition, % at 12.2 µM; in the data active = inhibition above about 9.5%
ARFGAP1 inhibitor = inhibitors of rat ARFGAP1 GAP activity, primary screen, biochemical, fluorescence polarization, GDP tracer | inhibition, % at 16.5 µM | ADP-ribosylation factor GTPase-activating protein 1 (Rattus norvegicus), Q62848 | Arfgap1-stimulated ARF1 GTP hydrolysis, GDP FP detection | AID 651572, 2012 | 360,000 tested, 0.26% active;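 active = inhibition above a per-plate limit, mean inhibition of low control wells plus 3 SD, cut at about 25% in these data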;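 also: 0% = DMSO wells with enzyme and 100% = wells lacking Arfgap1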
Target sequence (Q62848 1-136 limits assumed): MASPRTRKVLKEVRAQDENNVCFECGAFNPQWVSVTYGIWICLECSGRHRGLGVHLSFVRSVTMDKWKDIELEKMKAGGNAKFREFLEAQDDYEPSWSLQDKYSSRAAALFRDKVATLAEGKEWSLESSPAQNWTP
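System: truncated rat Arfgap1 GAP domain / Medium: HEPES-based buffer, pH 7.5 / Also added: N-terminally truncated human ARF1-GTP substrate / Incubation: enzyme reaction 120 min at 25 °C after 20 min preincubation / Measured by: FP of antibody-bound GDP Alexa 633 tracer, ex 620/em 688 nm / Replicates: singlicate, each compound tested once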
An asterisk follows results filed as active; i = inactive; / = no result given.

SMILES	UHRF1 binding	ASAP1 GAP inh	DDE Tn6 FP inh	PLCb3 inh	KLK7 zymogen act	DDE Tn7 FP inh	HGIII-sPLA2 inh	NR1D1 modulator	PLC-gamma1 inh	ARFGAP1 inhibitor
Cc1cccc(NS(=O)(=O)c2ccc(C)c(C(=O)NCc3cccnc3)c2)c1	5	0	5	-3	-0.2	1	2	7	3	0
COc1ccc(-c2noc(CCC(=O)N3CCN(c4cccc(F)c4)CC3)n2)cc1	-3	9	0	4	-0.6	-6	7	-8	0	13
CCC(=O)Nc1ccc(F)c(Cl)c1	-3	0	-1	0	1.0	-6	3	-1	0	1
CCOC(=O)C(NC(C)=O)(NS(=O)(=O)c1ccccc1)C(F)(F)F (stereo unspecified)	0	-12	-1	4	0.5	0	1	6	2	3
O=C(CCCn1c(SCc2cc(=O)n3cc(Cl)ccc3n2)nc2ccccc2c1=O)NCC1CCCO1 (stereo unspecified)	4	10	-2	-13	0.5	2	4	-8	1	0
COC(=O)c1nn(-c2ccccc2)c(Sc2ccc(Cl)cc2)c1/C=N/O	-1	-4	-2	-2	-0.1	-5	-12	-2	-1	1
CCOc1ccccc1C(=O)Nc1ccc(S(=O)(=O)N2CCN(C)CC2)cc1	0	9	-6	-1	0.3	0	-14	-1	7	-10
C=CCOc1ccccc1CNc1ccccc1C	-3	4	1	-2	-0.1	1	11	-8	-2	-8
Cc1ccc(-c2cnc(SCCNC(=O)c3ccco3)[nH]2)cc1	1	1	-2	-7	0.2	1	6	-3	0	-11
Cc1oc2ccc(OC(C(=O)O)c3ccccc3)cc2c1C(=O)O (stereo unspecified)	1	5	-1	6	0.3	-3	0	3	9.9*	-6
O=C(Nc1c(C(=O)N2CCOCC2)cnn1-c1ccccc1)c1cccc(F)c1	4	-6	2	-5	-0.8	-5	2	5	-2	0
COCCN1C(=O)C2=C(C1=O)C1N(C)c3ccccc3[C@@]13C[C@@H](CO)N(S(=O)(=O)c1ccc(OC)cc1)C3=N2 (stereo partly specified)	-2	/	3	0	-0.4	0	-10	-4	0	/
CCc1ccc(NC(=O)C2CC=CCC2C(=O)O)cc1 (stereo unspecified)	-2	-4	-5	3	-0.6	1	-1	-4	-2	-8
CCc1nnc(NC(=O)CN2CCN(Cc3cccc(Cl)c3)CC2)s1	0	2	0	-3	0.0	-3	-3	4	3	-7
C=CCOc1ccc(/C=C/C(=O)OCC(=O)NCCc2ccccc2)cc1	-1	24	3	-8	0.2	-6	2	-7	-6	14
COc1ccc(NC(=O)C2Cc3c(-c4cccc(C(N)=O)c4)ccnc3O2)cn1 (stereo unspecified)	-3	13	-4	1	0.5	7	-2	-5	9	-1
COc1ccc(C(=O)Nc2ccc3oc(-c4cccc(Cl)c4)cc(=O)c3c2O)cc1	-2	2	-5	0	-0.2	-4	-1	-18	4	-4
COC(=O)[C@H](CC(C)C)NC(=O)N1CCC(C)CC1	1	-18	-2	-5	0.5	12	2	-2	-3	-2
CCSC1(SCC)N=C(N)C2(C#N)C(c3ccccc3)NC(C)=CC12C#N (stereo unspecified)	1	-6	1	-73	-3.1	8	-1	1	-63	-16
O=C(CCc1nc(-c2ccccc2F)no1)NC1CCCCC1	9	14	1	5	0.0	0	-1	-4	3	-11
Cc1ccc(-c2cn3cccnc3n2)cc1NC(=O)c1cccs1	-5	19	0	i	33*	0	-3	4	i	0
O=C(Nc1ccc(Cl)cc1)N1CCSC1=NCc1ccccc1	4	5	-5	-1	-0.2	5	7	3	-3	5
CC(=O)C1=C(O)C(=O)N(c2ccc(Br)cc2)C1c1ccccc1[N+](=O)[O-] (stereo unspecified)	0	-5	-6	-26	-0.2	-9	-7	-1	-13	1
CC(C)(C)c1ccc(C(=O)NC(=S)N2CCOCC2)cc1	-1	1	8	-5	-0.4	-1	7	1	-2	-3
COC(=O)c1nc2cc3c(cc2c(C)c1C(=O)OC)OCO3	-3	7	3	-9	-0.3	2	1	-4	-11	-5
COc1cccc(NS(=O)(=O)NC(=O)c2cn(C)c3ccccc23)c1	-1	-11	1	-10	-0.3	-3	8	2	0	-15
COc1cccc(CNC(=O)c2ccc(NC3=NC4CS(=O)(=O)CC4S3)cc2)c1 (stereo unspecified)	0	0	-2	-1	0.0	-5	3	2	-1	1
Cc1ccc(CN2CCN(Cc3cn(C(C)C)c4ccccc34)CC2CCO)o1 (stereo unspecified)	3	5	0	-3	0.3	0	-7	-2	4	-7
O=C(NNC(=O)c1csc(N2CCOCC2)n1)c1ccc(=O)[nH]c1	-2	-12	0	-8	-0.4	3	7	-4	-1	2
CC1(C)CC(=O)C2=C(C1)NCN(CCCN1CCOCC1)C2	-3	-1	0	-5	-0.1	-4	1	5	-4	0
CN1CCN(CC(=O)Nc2cc(N(C)C)nc3ccccc23)CC1	11	0	-3	-53	2.7	4	2	2	-34	2
Cc1cc2nnc(SCC(=O)N3C(C)CCCC3C)n2c(N)n1 (stereo unspecified)	0	0	3	0	0.3	-1	3	-2	2	7
COc1c(C(CC(C)C)OC(C)=O)ccc2c1C(=O)OCc1cc(C)cc(O)c1O2 (stereo unspecified)	1	6	0	5	0.9	-7	-6	-3	6	11
O=[N+]([O-])c1cccc(-c2ccc(/C=N/NC(=S)Nc3ccccc3)o2)c1	-3	-9	6	-4	-0.6	9	4	2	2	0
O=C(O)c1c(NC(=O)N2CCCC2)sc2c1CCCC2	-1	-14	-5	-7	-0.1	1	5	1	-5	0
CC(C)c1nc(SCC(=O)Nc2ccc(N3CCOCC3)cc2)c2ccccc2n1	2	4	-2	0	0.3	4	6	-8	-3	-14
CCOC(=O)c1ccc(NC(=O)CSc2nnnn2C2CCCCC2)cc1	1	5	-5	5	0.3	3	8	4	2	-9
CC1CCN(CCc2nc3cc(NS(=O)(=O)c4ccc(F)cc4)ccc3n2C)CC1	3	17	-10	7	-23	0	1	1	4	-12
CCCCCCN(C(=O)CCCCCN1C(=O)NC(c2ccccc2)C(C(=O)OCc2ccccc2)=C1C)C(C(=O)NCCCC)c1ccc(OCC(=O)OC)c(C(=O)OC)c1 (stereo unspecified)	6	5	2	1	-0.1	-2	-22	2	6	9
NC(Cc1ccc(C(F)(F)F)cc1)c1csc(Nc2nccc(C(F)(F)F)n2)n1 (stereo unspecified)	0	0	0	-2	-0.1	-3	10	-5	-3	6
COc1cc(S(=O)(=O)N2CCOCC2)ccc1NC(=O)c1cc2c(s1)CCC2	-4	19	1	-7	0.2	0	-8	-7	-3	1
NS(=O)(=O)c1ccc(NC(=S)Nc2ccc(Br)c(Cl)c2)cc1	-1	1	-2	5	0.5	-2	5	7	0	18
Cn1nnc(NC(=O)c2ccco2)n1	12	6	-7	1	-0.6	7	7	-1	1	2
COc1ccc(C2c3[nH]c4ccccc4c3C[C@H]3C(=O)N(c4ccccc4C(=O)N4CCC[C@H]4C(=O)O)C(=O)N23)cc1 (stereo partly specified)	-2	-2	-7	-16	0.9	0	-14	7	-12	2
COc1ccc(NC(=S)Nc2cccc(C)n2)cc1	1	-7	1	-14	-0.1	-7	5	-5	-1	2
O=C(CCSc1ccccn1)Nc1ccc(Br)cc1	-2	4	1	0	0.3	6	-2	2	-2	-15
Cc1c(C)n(C(=O)CSc2nc3ccccc3[nH]2)c2ccccc12	47*	-4	-9	-1	0.6	1	-2	-4	2	15
Cc1cccnc1NCc1ccc(O)c2ncccc12	-2	5	0	1	2.4	0	2	/	0	0
C=CCNC(=S)Nc1cccc(NC(=S)NCC=C)c1	18	-3	-3	1	-0.1	5	10	-6	-1	13
COCCNc1nnc(SCC(=O)NC(=O)c2ccccc2OC)s1	0	-1	0	-6	0.4	3	4	3	-2	5

Next compounds
SMILES	UHRF1 binding	ASAP1 GAP inh	DDE Tn6 FP inh	PLCb3 inh	KLK7 zymogen act	DDE Tn7 FP inh	HGIII-sPLA2 inh	NR1D1 modulator	PLC-gamma1 inh	ARFGAP1 inhibitor
Cc1ccc(Cn2ncc3c(NN)ncnc32)cc1	-1	-6	-5	-14	-0.7	0	-11	-3	-11	7
C=CCSc1nnc(NC(=O)Cc2ccc(OC)c(OC)c2)s1	1	-11	-7	-2	-0.3	-4	-6	2	-3	2
Cc1cc(C)nc(-n2nc(C)c3c(C(=O)O)cc(-c4cccc(Br)c4)nc32)n1	2	-14	-1	-16	0.8	5	0	-1	-5	6
CC(C)=CC(=O)OCc1cc([N+](=O)[O-])cc2c1OCOC2	-1	-2	2	-4	0.6	3	-1	-1	2	-6
COc1ccc(C(=O)N(C)CC(=O)Nc2cccc(F)c2)cc1S(=O)(=O)NC1CCCC1	-2	5	2	-5	0.6	-6	-9	4	-2	7
COc1cc2c(cc1OC)/C(=C/C(=O)c1ccc(F)cc1)NCC2	0	8	5	i	-14	-11	5	-1	i	12
COc1ccc(C(=O)Nc2cccc(C(=O)NCc3ccccc3)c2)cc1	-3	2	6	-4	0.5	-3	-10	1	1	-12
Cc1ccc(C2(c3noc(CN4CCC(c5ccncc5)CC4)n3)CCCC2)cc1	-2	2	-6	5	0.4	-3	-13	-4	5	7
COc1ccc(CCNC(=O)Cn2cnc3c(cnn3C(C)(C)C)c2=O)cc1OC	2	-1	-2	0	0.3	4	1	-1	-1	8
Cc1cccc(OCCn2c(=S)[nH]c3ccccc32)c1	3	-2	-5	1	-0.5	0	-2	3	0	-3
Cc1ccc(-c2nn(-c3ccccc3)cc2/C=C/C(=O)Nc2cccc(S(N)(=O)=O)c2)cc1	-2	6	52*	-17	302*	-3	-27	1	-7	-1
CN(C)c1ccc(/C=C(\NC(=O)c2ccccc2)C(=O)NCCN2CCOCC2)cc1	-4	-5	-12	-29	1.1	-11	-6	1	-14	-6

Single records, from the list above. Order of screens: UHRF1 binding	ASAP1 GAP inh	DDE Tn6 FP inh	PLCb3 inh	KLK7 zymogen act	DDE Tn7 FP inh	HGIII-sPLA2 inh	NR1D1 modulator	PLC-gamma1 inh	ARFGAP1 inhibitor
Record of Cc1ccc(-c2nn(-c3ccccc3)cc2/C=C/C(=O)Nc2cccc(S(N)(=O)=O)c2)cc1 : -2	6	52*	-17	302*	-3	-27	1	-7	-1
Record of COc1ccc(CCNC(=O)Cn2cnc3c(cnn3C(C)(C)C)c2=O)cc1OC : 2	-1	-2	0	0.3	4	1	-1	-1	8
